# Screening data from PubChem BioAssay.
# PRMT1 inh – inhibitors of human PRMT1 | recombinant PRMT1, activity-based probe fluorescence polarization | inhibition, % at 2.79 µM | actives 1.3% (n = 370,000) | AID 652257;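 active = inhibition above about 21% made by adding two undisclosed values, limit read from the data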
# PG9 Ab binder – small molecules binding HIV-1 gp120 antibody PG9; TR-FRET gp120-PG9 antibody binding; inhibition, % at 6.7 µM; actives 0.43% (n = 360,000); AID 624416; in the data active = inhibition above about 8.5%
# UHRF1 MBD2 ctr – UHRF1 methyl-DNA binding inhibition | actives 0.75% (n = 370,000) | inhibition, % at 4.4 µM | Q96T88 | UHRF1 binding to methylated oligo, TR-FRET | AID 687016; in the data active = inhibition above about 21%;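 note: UHRF1 SRA domain binding a hemimethylated CpG hairpin DNA probe; 0% = median of test compound wells and 100% = reference inhibitor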
# LEDGF integ inh – blocks HIV-1 LEDGF/p75-dependent DNA integration; TR-FRET IN-LEDGF/p75 DNA integration, Eu/Cy5; inhibition, % at 3.7 µM; actives 0.64% (n = 370,000); AID 743269;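 active = inhibition above the screen-wide mean plus 3 SD, cut at about 13% in these data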;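 note: signal is the Cy5 over europium emission ratio at 671 and 618 nm; 0% = plate median of compound wells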
# TCR-CD3 inh – inhibitors of human TCR-CD3 interaction; TAMRA-labeled TCR probe fluorescence, biochemical; inhibition, % at 9.4 µM; actives 0.37% (n = 360,000); AID 651800; in the data active = inhibition above about 19%;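 note: recombinant mutant TCR 2C K166C tagged with TAMRA read by polarization; 0% = receptor in buffer alone and 100% = receptor with positive control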
# SIAE primary – inhibitors of human sialic acid acetylesterase SIAE | AID 1053197 | inhibition, % at 9.66 µM | Q9HAT2 | SIAE FP-Rh probe binding, fluorescence polarization | actives 0.69% (n = 370,000);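 active = inhibition above a cutoff: mean of compounds within the control limits plus 3 SD of those, cut at about 17% in these data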;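 note: 0% = plate median of compound wells and 100% = probe without SIAE protein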
# Target sequence (Q9HAT2 whole entry, looked up): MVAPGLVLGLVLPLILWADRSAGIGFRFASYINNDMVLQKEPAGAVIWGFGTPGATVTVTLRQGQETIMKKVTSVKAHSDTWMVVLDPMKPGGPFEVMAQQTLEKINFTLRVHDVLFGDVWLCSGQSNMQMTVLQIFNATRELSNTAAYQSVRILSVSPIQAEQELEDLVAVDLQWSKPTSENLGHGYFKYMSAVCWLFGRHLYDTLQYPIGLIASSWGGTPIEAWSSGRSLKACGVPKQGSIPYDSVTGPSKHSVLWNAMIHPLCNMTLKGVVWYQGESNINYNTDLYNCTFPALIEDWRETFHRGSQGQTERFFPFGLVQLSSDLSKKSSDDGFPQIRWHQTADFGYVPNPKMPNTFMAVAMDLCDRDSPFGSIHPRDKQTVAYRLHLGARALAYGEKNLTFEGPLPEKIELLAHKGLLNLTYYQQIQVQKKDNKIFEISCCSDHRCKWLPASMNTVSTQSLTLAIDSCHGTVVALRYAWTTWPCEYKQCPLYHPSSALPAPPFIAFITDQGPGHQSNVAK
# ABHD4 inh – ABHD4 (mouse) inhibition, primary FP screen | purified mABHD4, FP-Rh probe fluorescence polarization | inhibition, % at 8.92 µM | actives 0.54% (n = 370,000) | AID 720543;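 active = inhibition exceeding the mean over every tested compound plus 3 SD, cut at about 30% in these data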;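 note: 0% = plate median of compound wells and 100% = S159A mutant with DMSO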
#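 Assay system: mABHD4 protein; medium: HEPES pH 7.0, NaCl, Pluronic buffer; dosing: 8.92 µM, single dose; schedule: 45 min + 60 min at 25 °C; signal: FP readout, ex 525 nm / em 598 nm; read-out: normalized percent inhibition of probe labeling; repeats: single replicate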
# Tn7 DDE FP – disrupts Tn7 cyclic peptide binding to fibrin D-Dimer-E complex; P02675; FP displacement of FITC-Tn7 peptide from fibrin DD(E); 0% = median of compound wells per plate; inhibition, % at 8.3 µM; actives 0.13% (n = 370,000); AID 720508;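 active = inhibition above the mean of compounds falling within the control limits plus 3 SD of them, cut at about 14% in these data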;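 note: 0% = plate median of compound wells and 100% = 10 µM Aha-Tn7 peptide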
#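 Assay system: Human fibrin DD(E) protein | Medium: Tris buffer with calcium and detergent, pH 7.8 | Reagent: 0.1 µM fluorescent Tn7 | Compound dosing: Single point at 8.3 µM | Times: 10 min preincubation, 3 h with tracer, room temperature | Detection: Fluorescence polarization of the labelled Tn7 tracer | Controls: Aha-Tn7 high control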
# TDP2 inh – blocks human TDP2 phosphodiesterase activity; O95551; recombinant TDP2, T5PNP hydrolysis, p-nitrophenol absorbance 415 nm; inhibition, % at 12.8 µM; actives 0.34% (n = 370,000); AID 720702;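 active = inhibition above the mean of all tested compounds plus 3 SD, set per campaign, cut at about 25% in these data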;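 note: 0% = DMSO with enzyme and 100% = buffer with substrate but no TDP2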
#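 Evaluation: % inhibition relative to enzyme-containing and enzyme-free wells. Material: recombinant human TDP2. Benchmarks: enzyme-free and DMSO wells. Timing: enzyme reaction with compound for 2 h at 37 °C. Compound dosing: 12.8 µM only. Measured by: p-Nitrophenol epi absorbance. Reagent: T5PNP substrate at 5 mM, a TopII-DNA adduct mimic. Replication: single well per compound.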
# HTRA1 inh – inhibitors of human serine peptidase HTRA1 | inhibition, % at 5.96 µM | actives 0.5% (n = 340,000) | Q92743 | recombinant HTRA1, FP-rhodamine activity-based probe, fluorescence polarization; in the data active = inhibition above about 36%;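 note: 0% = enzyme with DMSO and 100% = wells lacking enzyme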
# Target sequence (Q92743 whole entry, looked up): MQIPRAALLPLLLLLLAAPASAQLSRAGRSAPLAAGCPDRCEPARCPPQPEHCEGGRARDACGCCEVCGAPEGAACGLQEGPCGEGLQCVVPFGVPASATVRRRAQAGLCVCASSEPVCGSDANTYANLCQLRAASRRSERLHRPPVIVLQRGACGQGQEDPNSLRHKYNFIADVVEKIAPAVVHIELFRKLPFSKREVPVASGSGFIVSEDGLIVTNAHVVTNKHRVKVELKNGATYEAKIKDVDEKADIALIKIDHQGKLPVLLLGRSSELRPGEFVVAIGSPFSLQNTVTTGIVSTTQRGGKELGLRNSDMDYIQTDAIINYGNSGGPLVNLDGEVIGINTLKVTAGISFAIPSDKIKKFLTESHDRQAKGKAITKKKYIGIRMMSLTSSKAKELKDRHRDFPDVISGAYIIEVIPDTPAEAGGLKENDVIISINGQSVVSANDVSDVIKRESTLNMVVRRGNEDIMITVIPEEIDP
# Numbers without * were called inactive; · = not tested or not shown. Compounds were not picked by outcome; about 4.2% have a hit in one of these screens.
SMILES,PRMT1 inh,PG9 Ab binder,UHRF1 MBD2 ctr,LEDGF integ inh,TCR-CD3 inh,SIAE primary,ABHD4 inh,Tn7 DDE FP,TDP2 inh,HTRA1 inh
COCCNC(=O)C1CCCN(C(=O)c2ccc3ccccc3n2)CC1 (centres undefined),6,-4.4,2,-2,-1,8,3,-1,-1,·
Nc1c(C(=O)NCc2ccco2)c2nc3ccccc3nc2n1CCc1ccccc1,8,-2.5,-4,-3,-11,-12,-14,-5,3,-68
O=C(NC1CCCC1)c1n[nH]c2ccccc12,0,0.7,45*,-2,1,3,-1,3,8,2
COc1ccc(/C(C)=N/NC(=O)c2nnn(-c3nonc3N)c2CN(C)c2ccccc2)cc1,-4,1.7,2,4,5,-3,-6,-1,3,-12
CSc1ccccc1OCc1cc(C(=O)NC(C)c2cnn(C)c2)no1 (centres undefined),-3,-1.1,-1,1,5,5,-2,9,1,-1
CCOc1ccc(C(=O)Nc2ccc(S(=O)(=O)Nc3nccc(C)n3)cc2)cc1OCC,-1,-2.2,1,0,2,-3,-4,-4,-3,7
NS(=O)(=O)c1ccc(CCNCC#Cc2ccccc2)cc1,4,1.9,5,-4,-9,1,-7,3,-3,-3
COc1cccc(/C=N\N2CCN(c3ccc(C)cc3)CC2)c1O,-1,·,-3,2,·,-1,2,0,2,·
N#Cc1ccc(NC(=S)NC(=O)C2CC2)cc1,1,0.2,0,0,0,1,6,-5,11,0
CC(=O)Nc1ccc(N(C(=O)c2cnccn2)C(C(=O)NC2CCCCC2)c2ccc(F)cc2)cc1 (centres undefined),-5,0.2,0,3,10,0,-1,1,2,0
Cc1c(C(=O)/C=C/c2cccs2)oc2ccc(F)cc12,-1,-5.8,0,-2,5,-6,2,1,-15,-23
Cc1nn(-c2ccccc2)c(C)c1-c1cc(C(=O)N/N=C/c2cccnc2)[nH]n1,2,-1.8,-1,3,-1,-8,-1,-1,3,·
Cc1ccc(S(=O)(=O)N2CCCCC2)cc1C(=O)N1CCN(c2ccccn2)CC1,1,1.1,-2,-3,-9,-2,1,-8,16,2
Nc1ccccc1SCC(=O)Nc1cccc2ccccc12,4,-1.3,-7,1,-1,8,6,1,12,-5
COc1ccc(S(=O)(=O)N(C)c2ccc(C(=O)Nc3cccnc3)cc2)cc1,1,1.7,-1,2,7,-8,-4,-4,5,-7
Cc1ccccc1NC(=O)C1(C)Cc2ccccc2C(=O)O1 (centres undefined),2,0.7,3,-5,1,-7,1,10,0,-1
Cc1ccc(NC(=O)C2CC2C)cc1S(=O)(=O)N1CCOCC1 (centres undefined),1,0.8,0,0,-3,1,1,-1,0,-1
CCCCOCCCNC(=O)C[C@H]1C[C@@]2(C(=O)OC)C(=C[C@H](C(C)C)O[C@@H]2C2CC2)N(Cc2ccccc2)C1=O,-1,1.4,2,-3,-5,2,4,6,1,·
O=C(O)c1ccc(NC(=O)c2ccccc2NC(=O)c2ccccc2Cl)cc1,7,-0.1,4,5,-4,-5,-16,4,7,8
COC(=O)[C@@]1(Cc2ccc(F)cc2)[C@H]2c3cc(C(=O)N4CCCC4)n(Cc4cc(F)cc5c4OCOC5)c3C[C@H]2CN1C(=O)c1ccccc1,2,0.6,-1,-5,-9,-7,-9,-2,-5,·
CCCCCC(=O)Nc1ccc2ccccc2c1,2,0.4,2,1,3,0,-5,-4,-4,-6
CCc1nc2c(OCC3CCCCC3)cccn2c1N(C)C(=O)c1ccc(OC)cc1,4,-0.2,-5,-1,-6,6,14,-5,3,·
CCc1c(O)nc(SCc2nc3ccccc3c(=O)[nH]2)[nH]c1=O,14,-1.7,2,-5,0,-2,2,-4,1,-8
CSc1nc(C)c(C(=O)Nc2ccccc2)c(C)c1C#N,0,-0.4,-1,-2,3,1,-4,-3,11,-9
COc1ccc(C2Nc3ccccc3C(=O)N2c2ccc(C)cc2)cc1Cn1nc(C)c([N+](=O)[O-])c1C (centres undefined),4,-1.3,0,0,-2,-6,3,1,6,-17
CC(C)Oc1ccc(S(=O)(=O)N2CCOCC2)cc1NC(=O)C(C)Oc1ccc(F)cc1 (centres undefined),-2,0.7,-3,2,-5,4,-9,3,0,-10
O=C(c1ccco1)N1CCN(C2CCCC2)CC1,-1,-0.8,3,-3,1,1,3,0,-11,1
O=C(Nc1ccc(Br)cc1)c1cccn1-c1ncc(C(F)(F)F)cc1Cl,2,-0.1,-2,-4,2,-21,-26,5,-11,-44
CC(C)(C)NC(=O)c1ccc2c(c1)C1C3CCC(C3)C1C(c1ccccc1)N2 (centres undefined),-1,-1.6,-3,1,2,-3,-5,-3,2,-22
Cn1c(=NC(=O)CCl)sc2ccccc21,2,-1.2,-7,2,5,5,7,-8,-2,3
COc1cc(OC)cc(C(=O)Nc2cccc3ccccc23)c1,2,-1.1,1,5,8,-6,-10,-7,5,-3
CC(=O)C1=C(c2cccc([N+](=O)[O-])c2)N(C(C)=O)n2c(C)nnc2S1,75*,-0.2,12,1,-1,-2,-7,2,-14,0
O=c1c2ccccc2cnn1Cc1nnc(-c2cccs2)o1,1,-0.3,2,0,-2,-7,4,3,-8,-1
CN(C(=O)c1ccc2nc(N)sc2c1)c1ccccc1,-4,0.5,5,4,2,2,2,-6,-2,3
Cc1cccc(C)c1NC(=O)C(c1ccccc1OC(F)(F)F)N1CCN(C)CC1 (centres undefined),0,1.3,1,-1,-4,0,1,-6,0,·
COc1ccccc1OC(=O)CN1C(=O)c2ccccc2C1=O,-1,-0.1,-1,-1,6,-1,1,3,7,4

# 3 of the entries above in order of their number in SIAE primary, low to high.
compound | SIAE primary
O=c1c2ccccc2cnn1Cc1nnc(-c2cccs2)o1 | -7
CC(C)(C)NC(=O)c1ccc2c(c1)C1C3CCC(C3)C1C(c1ccccc1)N2 (centres undefined) | -3
CN(C(=O)c1ccc2nc(N)sc2c1)c1ccccc1 | 2

# Further structures.
SMILES,PRMT1 inh,PG9 Ab binder,UHRF1 MBD2 ctr,LEDGF integ inh,TCR-CD3 inh,SIAE primary,ABHD4 inh,Tn7 DDE FP,TDP2 inh,HTRA1 inh
CCc1cc(C(=O)NNC(=S)NCc2ccccc2)cs1,-3,-0.5,-4,0,0,3,4,6,-1,0
O=S(=O)(NCC1CCN(c2ccc(S(=O)(=O)N3CCOCC3)cc2)CC1)c1ccccc1,-2,0.2,0,2,7,1,3,6,16,-5
Cc1ccc(NS(=O)(=O)c2ccc(OCC(=O)NCc3cccnc3)cc2)cc1,-1,0.7,-3,1,4,-3,-4,6,10,3
CC(C)(C)C(=O)Nc1ccc(C(=O)CN2C(=O)NC3(CCOc4ccccc43)C2=O)cc1 (centres undefined),2,1.9,15,-2,-3,1,0,-1,2,-5
CCNc1nc(NC(C)C)nc(Oc2ccc(/C=N/O)cc2)n1,-3,5.3,1,-2,2,-1,-15,-4,-8,-6
NCC(O)CN1CCN(Cc2ccccc2)CC1 (centres undefined),0,-1.0,0,2,0,0,1,-5,-8,3
FC(F)Oc1ccc(NC(=S)NCc2ccccc2)cc1Cl,-1,-2.1,-1,0,1,-11,-28,3,7,-14
Cc1ccc2cc(CN(Cc3ccc4c(c3)OCO4)Cc3nnnn3Cc3ccco3)c(=O)[nH]c2c1C,61*,-0.5,-1,5,0,-9,11,-16,-6,-30
CC(CN1CCCCC1)NC(=O)c1cc(-c2ccccn2)nc2ccc(Cl)cc12 (centres undefined),-2,-0.6,-10,2,1,2,2,-2,-2,-3
N#CC1CCCc2c1[nH]c1ccc([N+](=O)[O-])cc21 (centres undefined),4,0.6,3,-3,-12,-3,7,-1,-17,·
Cn1c(SCC(=O)NC2CCCCC2)nnc1-c1cccnc1,-1,-1.4,0,-2,-3,5,2,-4,2,-1
CC1(C(=O)NS(=O)(=O)c2ccc(F)cc2F)CCN1C(=O)CC1CCCCC1 (centres undefined),5,0.4,2,-5,-2,1,-7,2,-5,·
CCc1nnc(NC(=O)CSc2ncc(-c3ccccc3)n2CC)s1,-3,0.5,-4,-2,7,0,-10,5,-10,-3
O=S1(=O)N=C(c2ccccc2)C=C(c2ccccc2)N1,-1,1.8,-2,-2,-3,-4,-1,-1,-1,2
CSc1nc2ccccc2s1,1,0.9,1,-4,6,-2,4,2,-2,-8
CCOc1ccc(C(=O)CCC(=O)NNC(=O)CCN2CCN(c3ccccc3)CC2)cc1,-6,1.1,-5,2,2,7,-2,2,9,-5
c1ccc(N2CC[N+]3(CCCC3)CC2)nc1,3,0.2,6,-3,-8,-5,0,0,-11,9
CCCCN1/C(=C/c2cccc[n+]2C)Sc2cc(NC(C)=O)ccc21,-8,-1.8,-11,1,-1,7,-2,-13,-7,3
CCOP(=O)(OCC)C(Nc1cc(Cl)cc(Cl)c1)c1cccc(O)c1 (centres undefined),-2,2.0,-5,0,2,-2,-10,13,-2,-21
Cn1c(CC(=O)Nc2ccccc2F)nnc1SCC(=O)Nc1nccs1,3,0.2,1,-1,1,3,8,-2,18,12
COc1ccc(Br)cc1/C=C/C(=O)Nc1ccc(C)cc1,-1,0.2,-5,0,-3,-63,-49,-5,10,-73
COc1ccc(Cl)cc1NC(=O)CSc1nc(N2CCCCC2)nc(N2CCCCC2)n1,2,1.7,2,-2,-1,-2,-9,4,-1,0
C=CCn1c(Cc2cccs2)nnc1SCC(=O)c1ccc(F)cc1,2,-1.5,-1,-3,1,-1,5,-5,-19,-2
CN(C)c1ccc(N/C=C/C(=O)C(C)(C)C)cc1,9,-24,13,25*,13,17*,26,-7,55*,59*
O=C(Nc1cc(Cl)ccc1N1CCCC1)C1=COCCO1,0,-2.5,-15,3,3,4,5,-6,6,10
Cc1ccc(-n2nnc3c(=O)n(CC(N)=O)cnc32)cc1,-2,-1.8,0,3,-1,3,4,-6,-14,2
CCOc1ccc(N2C(=O)C3C(c4ccccc4)=NN(c4ccccc4)C3C2=O)cc1 (centres undefined),1,-2.3,-1,-3,-4,-3,4,-1,14,-6
OCC(Cc1ccccc1)Nc1c2ccccc2nc2ccccc12 (centres undefined),2,-6.8,-10,0,5,-2,-1,-1,2,3
Cc1ccc(SCC(=O)Nc2ccc(N3CCN(c4ccccc4)CC3)c(F)c2)cc1,-2,-1.0,0,-2,6,-3,-1,-5,4,2
CCOc1ccc(CN2CCNC(=O)C2CC(=O)NC2CCOCC2)cc1 (centres undefined),-2,-0.1,-4,1,7,4,3,3,15,0
